Kir21 block = inhibitors of mouse Kir2.1 inward-rectifier potassium channel. HEK293-Kir2.1, FluxOR thallium flux fluorescence; active compounds read low. Inward rectifier potassium channel 2 (Mus musculus), P35561. B-score at 10 µM. 310,000 compounds, 0.85% hits;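 active = fluorescence ratio B-score at or below minus 3 SD of library scores, with starting-brightness B-score within 2 SD, cut at about -4.2 in these data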;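 also: channel flux triggered by added potassium and thallium sulfate stimulus; B-score of peak minus minimum fluorescence over baseline after thallium stimulus; more negative B-score means stronger Kir2.1 block with less thallium influx; some compounds called inactive have numbers as strong as hits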
KCNQ2 inh = KCNQ2 potassium channel inhibitors, primary screen, cell-based, CHO-K1, FluxOR thallium flux, B-score (AID 2156). Potassium voltage-gated channel subfamily KQT member 2 (Rattus norvegicus), O88943. 20 min; active compounds read low. B-score at 10 µM. 310,000 compounds, 1.1% hits;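 active = fluorescence ratio B-score at most minus 3 library SDs, with starting brightness B-score within 2 library SDs, cut at about -5.5 in these data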
Target sequence (O88943 whole entry, looked up): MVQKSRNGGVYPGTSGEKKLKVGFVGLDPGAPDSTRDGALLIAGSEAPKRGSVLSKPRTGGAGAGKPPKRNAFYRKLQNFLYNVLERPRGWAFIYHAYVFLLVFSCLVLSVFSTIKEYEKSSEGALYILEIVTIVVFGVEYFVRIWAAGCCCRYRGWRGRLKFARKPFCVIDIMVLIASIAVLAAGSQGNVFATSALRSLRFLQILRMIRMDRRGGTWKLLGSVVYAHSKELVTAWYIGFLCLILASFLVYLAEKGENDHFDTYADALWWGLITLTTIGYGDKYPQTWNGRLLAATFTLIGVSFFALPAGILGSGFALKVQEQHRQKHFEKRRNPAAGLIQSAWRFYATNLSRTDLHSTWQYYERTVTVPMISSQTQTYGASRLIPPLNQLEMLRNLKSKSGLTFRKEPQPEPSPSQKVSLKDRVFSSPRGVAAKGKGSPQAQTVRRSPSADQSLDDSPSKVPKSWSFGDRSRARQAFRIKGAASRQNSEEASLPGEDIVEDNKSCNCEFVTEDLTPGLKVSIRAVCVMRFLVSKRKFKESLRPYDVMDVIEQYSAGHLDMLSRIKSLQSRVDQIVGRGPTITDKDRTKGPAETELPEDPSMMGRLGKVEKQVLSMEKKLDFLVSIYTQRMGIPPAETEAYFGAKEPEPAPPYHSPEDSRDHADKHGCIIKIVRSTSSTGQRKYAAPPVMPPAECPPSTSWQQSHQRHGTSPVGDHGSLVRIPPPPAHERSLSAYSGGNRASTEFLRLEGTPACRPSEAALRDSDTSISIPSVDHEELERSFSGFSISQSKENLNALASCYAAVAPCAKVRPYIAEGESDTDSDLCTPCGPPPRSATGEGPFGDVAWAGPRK
CHT inh = inhibitors of human choline transporter CHT; High affinity choline transporter 1 (Homo sapiens), Q9GZV3; CHT-expressing cells, membrane potential dye, choline response; active compounds read low; B-score at 10 µM; 310,000 compounds, 0.86% hits; AID 488975, 2010;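 active = B-score over 3 SD under the library average, and starting fluorescence ratio not unusually high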;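 also: choline stimulus applied at its EC90 after an EC20 pre-addition; B-score computed on integrated fluorescence ratio after choline addition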
Active calls of the source: *; i = inactive; . = not tested or not shown.

SMILES | Kir21 block | KCNQ2 inh | CHT inh
O=C(NNC(=O)c1ccc[nH]1)c1cc(Cl)cc(Cl)c1 | 1 | i | i
CC1=CN2CC(O)CN=C2C=C1 (stereo not given) | -0.45 | i | i
Cc1ccccc1C(C(=O)NC1CCCC1)N(C(=O)CNC(=O)c1ccco1)c1cccnc1 (stereo not given) | -0.04 | i | i
O=C(Nc1cccc(-c2ccc(N3CCOCC3)nn2)c1)c1ccc(Cl)cc1 | 1.21 | i | i
Cc1ccc(S(=O)(=O)Nc2cccc(C(=O)NCc3ccccn3)c2)cc1F | -0.67 | i | i
CCS(=O)(=O)c1nn2c(N)c(/C=C3/C=CC(=O)C(OC)=C3)c(=O)nc2s1 | -1.48 | i | i
Cc1ccc(C2(C)NC(=O)N(CC(=O)Nc3cc(S(=O)(=O)N4CCCCC4)ccc3OC(C)C)C2=O)cc1 (stereo not given) | 0.61 | i | i
C=CCN1C(=O)S/C(=C/c2ccc(Sc3nc4ccccc4[nH]3)o2)C1=O | 0.04 | i | i
COc1ccc(N(CC(=O)Nc2cc(OC)c(OC)cc2C(=O)O)S(=O)(=O)c2c(C)noc2C)cc1 | 1.97 | i | i
O=C(c1ccc2ccccc2n1)N1CCN(c2ccccc2Cl)CC1 | 0.43 | i | i
S=C(NCCc1ccccc1)NCCc1ccccc1 | -0.05 | i | i
N#CC1=C(N)Oc2n[nH]c(-c3ccccc3)c2C1c1ccncc1 (stereo not given) | -1.41 | i | i
O=C(CCc1ccccc1)Nc1c(F)cccc1F | 0.81 | i | i
CCc1cc2c(-c3ccccc3)cc(=O)oc2cc1OC(C)C(=O)NCC1CCC(C(=O)O)CC1 (stereo not given) | 0.12 | i | i
CCc1ccc(/C=C2\SC(=S)N(CCCC(=O)Nc3nccs3)C2=O)cc1 | -1.44 | i | i
CC1(C)C2CC[C@]3(C)C(CC=C4[C@@H]5C[C@@](C)(CO)CC[C@]5(C(=O)O)CC[C@]43C)[C@@]2(C)CC[C@@H]1O (stereo not given in full) | 2.2 | i | i
O=S(=O)(Nc1nc2ccc(S(=O)(=O)N3CCCC3)cc2s1)c1ccc(F)cc1 | 1.31 | i | i
CC(=O)SCCC(=O)Nc1ccccc1 | 0.5 | i | i
COC(C[C@H](O)C[C@@H](O)COCc1ccccc1)OC | 2.27 | i | .
COC(=O)c1ccccc1NC(=O)CNc1cc(Cl)ccc1N1CCOCC1 | -0.68 | i | i
CCc1nnc(NC(=O)CSc2nnc(-c3cccnc3)n2CC)s1 | 0.59 | i | i
CC(C)OCCCNC(=O)CNC(=O)c1cccs1 | -0.17 | i | i
COc1ccc(-c2nc(-c3cccnc3)no2)cc1OC | 1.22 | i | i
CC(=O)Nc1ccc(S(=O)(=O)NCC(=O)OC(C)c2ccccc2Cl)cc1 (stereo not given) | -2.28 | i | i
COC(=O)c1ccc(C(=O)NC2CCCN(Cc3ccc(Cl)cc3)C2)nc1 (stereo not given) | 1.05 | i | i

(cont.)
SMILES | Kir21 block | KCNQ2 inh | CHT inh
CCOC(=O)Cn1nnnc1CN(Cc1ccccc1)Cc1cc2cc(CC)ccc2[nH]c1=O | 0.59 | i | i
Cc1nn(S(=O)(=O)c2ccc(Cl)cc2)c(C)c1S(=O)(=O)N1CCOCC1 | -0.52 | i | i
O=C(NCC1COc2ccccc2O1)c1ccco1 (stereo not given) | -1.96 | i | i
O=C(COC(=O)c1ccc([N+](=O)[O-])s1)NCc1ccccc1 | 0.06 | i | i
C[C@H](NC(=O)[C@H]1N2C(=O)c3ccccc3C2SC1(C)C)C(=O)NCc1ccncc1 (stereo not given in full) | 0.35 | i | i
CCCCCC(=O)Nc1ccc(N2CCN(C(=O)CCC)CC2)cc1 | 1.2 | i | i
O=C(Nc1nnc(SCc2cccnc2)s1)C1CC(=O)N(c2ccccc2)C1 (stereo not given) | -0.26 | i | i
Cc1nc(-c2ccccn2)sc1C(=O)Nc1ccc(F)cc1F | -1.15 | i | i
Cc1ccc(C)c(OCc2cc(C(=O)NC3CCOC(C)(C)C3)no2)c1 (stereo not given) | -0.01 | i | i
Cc1nn(C(C)C(=O)Nc2ccccc2Cl)c(=O)c2nn(-c3ccccc3)c(C)c12 (stereo not given) | 0.29 | i | i
Cc1noc(C)c1CN1C(=O)NC2(CCc3ccccc3C2)C1=O (stereo not given) | -0.42 | i | i
CCC(C)[C@H]1CNCCN1CCc1cccc(F)c1 (stereo not given in full) | -0.25 | i | i
CCn1c(-c2ccccc2)ccc(C#N)c1=O | 1.22 | i | i
COc1ccccc1CNC(=O)CCCn1nc(C)c2c(C)n(-c3ccccc3)nc2c1=O | -1.21 | i | i
COc1ccc(CCNCC(O)COc2cccc(Br)c2)cc1 (stereo not given) | -8.74* | i | i
COc1cc(C(=O)NNC(=O)c2cccn2C)cc(OC)c1OC | 1.15 | i | i
CCOC(=O)C(=Cc1ccc(F)cc1)C(=O)OCC | -1.91 | i | i
C=CCn1cc(C(=O)OC)c(=O)c2cc(S(=O)(=O)N(CC)CC)ccc21 | -0.2 | i | i
COCc1cc(=O)[nH]c(=S)[nH]1 | -0.56 | i | i
Cc1ccc(N2CCN(CCCCN3C(=O)C4CCCN4C3=O)CC2)cc1 (stereo not given) | -1.8 | i | i
O=C(NCc1ccc(N2CCCC2=O)cc1)Nc1ccccc1 | 1.9 | i | i
COC(=O)C1=C(C(=O)OC)[C@@H]2N(C)c3ccccc3[C@@]23C[C@@H](CO)N(C(=O)NCCBr)C3=N1 | -0.02 | i | i
Cc1noc(NS(=O)(=O)c2ccc(NC(=O)CCCOc3ccc(Cl)cc3Cl)cc2)c1C | 0.99 | i | i
Cc1ccccc1C(=O)Nc1ccccc1NC(=O)c1ccccc1C | -0.64 | i | i
O=c1[nH][nH]c2cc(=O)n(-c3ccc(Cl)cc3)nc12 | -0.78 | i | i

Other compounds
SMILES | Kir21 block | KCNQ2 inh | CHT inh
O=C(C1CCCN(S(=O)(=O)c2cccc3nonc23)C1)N1CCN(c2ccccc2)CC1 (stereo not given) | -0.57 | i | i
COc1ccc2c(c1)CCc1cn3nc(C)cc3nc1-2 | 1.49 | i | i
O=C(COC(=O)CCC(=O)c1ccc(F)cc1)Nc1ccc2[nH]c(=O)[nH]c2c1 | -1.5 | i | i
Oc1oc(-c2ccccc2)nc1C=NCc1ccncc1 | -0.68 | i | i
CCOc1ccccc1-n1c(SCC(=O)NC(C)(C)C)nnc1-c1ccoc1C | -0.82 | i | i
Cc1nc(-c2ccccc2)cs1 | 0.73 | i | i
Cc1ccc(CNC(=O)CCS(=O)(=O)c2cc(Br)cc3c2N(C(=O)C2CC2)CC3)o1 | -0.75 | i | i
CN1CCN(C(CNC(=O)C(=O)NC2CCCCC2)c2ccc(F)cc2)CC1 (stereo not given) | -1.59 | i | i
Nc1nc(Nc2cccc(F)c2)nc(NCc2ccco2)c1[N+](=O)[O-] | -0.05 | i | i
CCCOC(=O)CSc1nc(N2CCOCC2)c2c(c1C#N)CC(C)(C)OC2 | 0.01 | i | i
CCc1cc(C(=O)NNC(=O)CCl)sc1C | -1.45 | i | i
COCCN(C(=O)CSc1nnc(-c2ccc(Cl)cc2)o1)c1c(N)n(CC(C)C)c(=O)[nH]c1=O | 0.41 | i | i
CCCCCCCCn1cnc2c(N)c(C)c(C)cc21 | -0.05 | i | i
CCC/C=N/NC(=O)c1cc(-c2ccccc2)nc2ccccc12 | -1.23 | i | i
C=CCn1c(SCC(=O)NC(=O)NC)nnc1C1CCCCC1 | -0.69 | i | i
O=C(N/C(=C/c1ccco1)C(=O)N1CCCCCC1)c1ccccc1 | -0.12 | i | i
O=c1oc(-c2cccnc2)nc2ccccc12 | -0.01 | i | i
CC(=O)C(C(C)=O)C1(O)C(=O)c2ccccc2C1=O | 0.23 | i | i
COc1ccc(C(=O)N2CCC(O)(c3ccc(Cl)cc3)CC2)cc1OC | 1.93 | i | i
CC(=O)Nc1ccc(NC(=O)CSc2nc3c([nH]c4ccccc43)c(=O)n2-c2ccccc2F)cc1 | -0.06 | i | i
COc1cccc(/C=C2\SC(=S)N(CCCC(=O)NC3=NCCS3)C2=O)c1 | 0.7 | i | i
Cc1cccc(-n2c(=S)[nH]c3sc4c(c3c2=O)CCc2ccccc2-4)c1 | 0.82 | i | .
COc1ccc(NS(=O)(=O)c2ccc(C(=O)N3CCN(Cc4ccccc4)CC3)cc2)cc1 | -1.9 | i | i
O=C(NNC(=O)c1ccccc1F)c1cccs1 | 0.58 | i | i
CNC(=O)COC(=O)/C=C/c1cn(-c2ccccc2)nc1-c1ccc2c(c1)OCCO2 | 0.1 | i | i

3 entries from above, ordered by number of heavy atoms, highest first.
SMILES | Kir21 block | KCNQ2 inh | CHT inh
C=CCN1C(=O)S/C(=C/c2ccc(Sc3nc4ccccc4[nH]3)o2)C1=O | 0.04 | i | i
COc1ccc2c(c1)CCc1cn3nc(C)cc3nc1-2 | 1.49 | i | i
CCOC(=O)C(=Cc1ccc(F)cc1)C(=O)OCC | -1.91 | i | i

(cont.)
SMILES | Kir21 block | KCNQ2 inh | CHT inh
O=C(CN(c1ccc(F)cc1)S(=O)(=O)c1ccccc1)Nc1ccccc1C(=O)O | -1.45 | i | i
CCN=C1SC(CC(=O)NC2CCCCC2)C(=O)N1CC (stereo not given) | -1.16 | i | i
CC(=O)Nc1ccc(Nc2nc(-c3sc(NC(C)=O)nc3C)cs2)cc1 | -1.22 | i | i
S=C1NCN(Cc2cccnc2)CN1Cc1ccccc1 | 2.19 | i | i
COCCNS(=O)(=O)c1cc(C)c(C)cc1C | -0.09 | i | i
CCCNS(=O)(=O)c1ccc(OCC(=O)NCCC2=CCCCC2)cc1 | -0.12 | i | i
O=C(/C(=C(\O)c1ccccc1)c1nc2ccccc2[nH]1)c1ccccc1 | 0.11 | i | i
Cc1cc(C)c(S(=O)(=O)c2ccccc2)c(OC(=O)c2c(F)cccc2F)n1 | -3.16 | i | i
Cc1nn(-c2ccccc2)nc1C(=O)Oc1cc(C(F)(F)F)nn1-c1ccccc1 | -0.1 | i | i
Cc1cccc(CCNC(=O)c2cc(S(=O)(=O)N3CCOCC3)cn2C)c1 | 0 | i | i
O=c1c2[nH]c3ccc(F)cc3c2nc2n1CCS2 | -0.03 | i | i
O=C(NC1CCN(Cc2ccccc2)CC1)c1cccc(OC(F)F)c1 | -0.63 | i | i
O=C(NCc1ccc(Cl)c(Cl)c1)C1CCCC1 | 1.52 | i | i
CCN(CCCNC(=O)C1CCN(S(=O)(=O)c2cnc[nH]2)CC1)c1cccc(C)c1 | 0.9 | i | i
O=C(CN(Cc1ccccc1)C(=O)c1csnn1)NCCc1ccccc1 | -1.24 | i | i
C=CCc1cc(OC)ccc1OCCON1C(=O)CCC1=O | -0.48 | i | i
Cc1cc(/C=C2/NC(=O)NC2=O)c(C)n1-c1sc2c(c1C#N)CCCC2 | -1.24 | i | i
Cc1cc2cc(CN3C(=O)c4ccccc4C3=O)ccc2n1C | 0.54 | i | i
COc1cc(-c2csc(CCn3nc(C)cc3C)n2)cc(OC)c1OC | 1.53 | i | i
O=C(CN1C(=O)c2cccc3cccc1c23)NCc1ccccn1 | -0.33 | i | i
Cc1nc(SCC(=O)NCc2ccco2)c2oc3ccccc3c2n1 | 0.14 | i | i
COc1cccc(NC(=O)c2ccc(-n3cccn3)nc2)c1 | -1.47 | i | i
CCC(OC(C)=O)c1cc2c(cc1[N+](=O)[O-])OCCO2 (stereo not given) | -1.43 | i | i
COc1ccc(NC(=O)C2C3C=CC4(CN(Cc5cccnc5)C(=O)C24)O3)c(OC)c1 (stereo not given) | -0.23 | i | i
O=C(CN1C(=O)COc2ccc(S(=O)(=O)N3CCCC3)cc21)NCc1ccccn1 | -0.9 | i | i

Pulled by compound from the list above, 5 records:
SMILES | Kir21 block | KCNQ2 inh | CHT inh
CCC(OC(C)=O)c1cc2c(cc1[N+](=O)[O-])OCCO2 (stereo not given) | -1.43 | i | i
C=CCc1cc(OC)ccc1OCCON1C(=O)CCC1=O | -0.48 | i | i
CCN(CCCNC(=O)C1CCN(S(=O)(=O)c2cnc[nH]2)CC1)c1cccc(C)c1 | 0.9 | i | i
Cc1cccc(CCNC(=O)c2cc(S(=O)(=O)N3CCOCC3)cn2C)c1 | 0 | i | i
Cc1cc(C)c(S(=O)(=O)c2ccccc2)c(OC(=O)c2c(F)cccc2F)n1 | -3.16 | i | i

Continuation:
SMILES | Kir21 block | KCNQ2 inh | CHT inh
CCCCn1c(SCc2cccc([N+](=O)[O-])c2)nc2ccsc2c1=O | 0.35 | i | i
CCCc1nc2ccc([N+](=O)[O-])cc2[nH]1 | -0.12 | i | i
CN(C)S(=O)(=O)c1cccc(C(=O)OCC(=O)NCc2ccccc2)c1 | -3.3 | i | i
O=C(Nc1cccc(S(=O)(=O)NC2=NCCC2)c1)C1CC(=O)N(c2ccc3c(c2)OCCO3)C1 (stereo not given) | -0.53 | i | i
CSc1nc(N)nc(SCC(=O)C23CC4CC(CC(C4)C2)C3)c1C#N | -0.03 | i | i
CCCCN(CC)CCNC(=O)c1cn(-c2ccc(Cl)cc2)c(=O)c2ccccc12 | 0.16 | i | i
COc1ccc(-c2nc(C#N)c(N3CCC(C)CC3)o2)cc1 | -0.65 | i | i
COc1ccc(-c2nc(C#N)c(NCCCn3ccnc3)o2)cc1OC | -0.22 | i | i
Fc1ccc(-n2nnnc2-c2ccccc2Cl)cc1 | -0.4 | i | i
Clc1ccc(-c2noc(CSc3nnc(Cc4cccs4)n3-c3ccccc3)n2)cc1 | 1.13 | i | i

High-throughput results deposited in PubChem by Johns Hopkins Ion Channel Center.
